# High-throughput results deposited in PubChem by several laboratories.
# PME-1 inh: blocks human protein phosphatase methylesterase 1 | recombinant PME-1, FP-Rh probe fluorescence polarization | AID 2130 | 0.53% of 320,000 active | inhibition, % at 5.9 µM | Q9Y570;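 active = inhibition above the campaign mean of all compounds plus 3 SD, cut at about 26% in these data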;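 note: competitive labeling of PME-1 active site by serine hydrolase directed probe; 0% = PME-1 with DMSO and 100% = wells lacking PME-1 enzyme; inhibitors block probe labeling so polarization falls and inhibition rises; many of its hits are not listed in these tables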
# Target sequence (Q9Y570 whole entry, looked up): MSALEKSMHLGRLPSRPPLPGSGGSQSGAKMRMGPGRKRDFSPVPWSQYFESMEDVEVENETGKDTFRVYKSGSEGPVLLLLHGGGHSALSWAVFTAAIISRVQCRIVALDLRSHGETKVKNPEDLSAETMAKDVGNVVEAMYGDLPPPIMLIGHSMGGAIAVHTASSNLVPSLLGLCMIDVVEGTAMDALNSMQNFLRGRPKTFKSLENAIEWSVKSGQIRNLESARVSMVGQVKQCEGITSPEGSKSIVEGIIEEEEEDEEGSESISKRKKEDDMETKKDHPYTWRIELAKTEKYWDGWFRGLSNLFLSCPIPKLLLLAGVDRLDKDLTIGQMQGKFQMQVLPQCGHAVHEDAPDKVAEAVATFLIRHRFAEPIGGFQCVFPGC
# GLD-1 TGE inh: GLD-1-TGE RNA interaction inhibition (C. elegans); AID 2280; Q17339; inhibition, % at 5.96 µM; 0.44% of 320,000 active; purified GLD-1 + fluorescein TGE RNA, fluorescence polarization;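 active = percent inhibition above a per-plate cutoff, the plate mean of test compounds plus 3 SD, cut at about 30% in these data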;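 note: 0% = DMSO wells with GLD-1 and probe and 100% = wells lacking GLD-1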
# PAFAH1B2 FP inh: inhibitors of human PAFAH1B2 | recombinant PAFAH1B2, FP-rhodamine activity probe, fluorescence polarization | inhibition, % at 3.39 µM | 1.2% of 340,000 active | AID 492953;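 active = inhibition above the mean of all tested compounds plus 3 SD, cut at about 24% in these data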;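 note: 0% = enzyme with DMSO and 100% = wells lacking PAFAH1B2; many of its hits are not listed in these tables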
# pPAFAH FP inh: pPAFAH (human) enzyme inhibition; 1.5% of 330,000 active; Q13093; recombinant pPAFAH, FP-rhodamine probe fluorescence polarization; inhibition, % at 3.39 µM;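 active = inhibition above the mean inhibition across the screen plus 3 SD, cut at about 25% in these data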;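 note: inhibitors block binding of the rhodamine activity-based probe so polarization drops; 0% = enzyme with DMSO and 100% = wells lacking pPAFAH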
# Target sequence (Q13093 whole entry, looked up): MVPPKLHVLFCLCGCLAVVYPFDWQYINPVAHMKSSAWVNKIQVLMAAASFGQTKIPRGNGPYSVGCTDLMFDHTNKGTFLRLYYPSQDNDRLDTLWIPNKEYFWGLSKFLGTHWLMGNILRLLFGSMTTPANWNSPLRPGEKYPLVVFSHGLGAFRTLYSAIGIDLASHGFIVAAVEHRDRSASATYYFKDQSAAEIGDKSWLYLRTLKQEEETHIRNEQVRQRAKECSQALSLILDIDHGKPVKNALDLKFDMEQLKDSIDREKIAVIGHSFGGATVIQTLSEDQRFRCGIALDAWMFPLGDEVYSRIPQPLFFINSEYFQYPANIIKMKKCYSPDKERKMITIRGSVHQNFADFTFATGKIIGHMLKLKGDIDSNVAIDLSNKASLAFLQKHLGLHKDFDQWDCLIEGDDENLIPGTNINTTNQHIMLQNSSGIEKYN
# MEX-5 binding: C. elegans MEX-5 TCR-2 RNA binding activity; Q9XUB2; MEX-5/FITC-TCR2 RNA binding, fluorescence polarization; hits give low values; activity score (negative = inhibition of binding), % at 10 µM; 0.38% of 300,000 active; AID 1832;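 active = inhibition past about -25% in most replicates, and total fluorescence under double the plate's negative control median, limit read from the data; inconclusive = replicates evenly split on the limit, or fluorescence at least double controls; inactive = too little inhibition in most replicates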;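 note: 0% = DMSO and -100% = 5 µM competing unlabeled TCR2 RNA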
# BCLXL inh: inhibitors of human Bcl-xL | GST-Bcl-xL / FITC-Bim BH3 peptide fluorescence polarization | inhibition, % at 10.9 µM | 0.7% of 320,000 active | AID 2129;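 active = inhibition above the mean of all tested compounds plus 3 SD, cutoff set per campaign, cut at about 30% in these data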;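 note: 0% = DMSO wells and 100% = unlabeled Bim-BH3 peptide competitor; inhibitors lower millipolarization by displacing the labeled peptide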
# Target sequence (Q07817 whole entry, looked up): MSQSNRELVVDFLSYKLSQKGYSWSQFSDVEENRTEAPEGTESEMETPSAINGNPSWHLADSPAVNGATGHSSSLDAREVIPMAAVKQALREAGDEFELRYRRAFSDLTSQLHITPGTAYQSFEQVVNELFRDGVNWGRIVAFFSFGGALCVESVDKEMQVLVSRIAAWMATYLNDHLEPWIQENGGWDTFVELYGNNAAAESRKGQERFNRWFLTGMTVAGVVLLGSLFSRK
# MCL1 BIM primary: MCL1-BIM-BH3 interaction inhibition (human) | Q07820 | GST-MCL1 / FITC-Bim-BH3 fluorescence polarization | inhibition, % at 10.9 µM | 0.68% of 320,000 active | AID 2057;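 active = inhibition above the mean inhibition of all tested compounds plus 3 SD, set per campaign, cut at about 40% in these data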;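 note: 0% = DMSO wells and 100% = unlabeled Bim-BH3 peptide control; higher means more loss of mP so more displacement of Bim peptide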
# Fam108B inh: counter-screen for RBBP9 inhibitors: inhibitors of mouse Fam108B. recombinant Fam108B, FP-Rh probe fluorescence polarization. inhibition, % at 9.51 µM. 0.33% of 300,000 active. AID 1947;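 active = inhibition above the screen mean inhibition plus 3 SD, computed separately per campaign, cut at about 18% in these data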;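 note: inhibitors lower polarization as less probe binds the enzyme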
# AHR activator: activators of human aryl hydrocarbon receptor; activation, % at 5 µM; P35869; AHR-responsive luciferase reporter cells, luminescence; 2.5% of 320,000 active; in the data active = activation above about 47%;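 note: 0% = vehicle wells and 100% = reference agonist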
# Starred values were filed as active, the others as inactive; ? = inconclusive; / = not tested or not shown; + = active, no number.
smiles	PME-1 inh	GLD-1 TGE inh	PAFAH1B2 FP inh	pPAFAH FP inh	MEX-5 binding	BCLXL inh	MCL1 BIM primary	Fam108B inh	AHR activator
O=C(O)c1ccccc1C1Nc2ccccc2C(=O)N1CCCN1CCOCC1 (stereo unspecified)	-3	8	/	-1	2.8	3	5	3	-3
CCCCn1c(SCC(=O)/C(C#N)=C(\C)N)nc2ccccc2c1=O	-4	5	3	-1	-0.7	9	8	-3	2
COc1ccc(OC)c(/C=C(\NC(=O)c2ccccc2)C(=O)N/N=C/c2ccc(C)s2)c1	-4	-6	1	4	7.5	-6	-2	1	7
Cc1ccc(OCc2n[nH]c(=S)n2-c2ccc(C)cc2)cc1	-1	-1	13	6	0.0	-11	-10	-1	2
Cc1ccc(S(=O)(=O)N(C)C)cc1NC(=O)c1cccnc1Oc1ccccc1	10	11	/	2	-1.7	5	0	-1	1
Cn1c(=O)[nH]c(NC2CCCCC2)c([N+](=O)[O-])c1=O	-2	-6	2	-6	1.3	7	8	9	1
Cc1ccc(C(C#N)c2ccc(C(=O)c3ccc(F)cc3)cc2)cc1 (stereo unspecified)	5	-4	7	3	0.2	5	1	-2	0
COc1ccc(NC(=O)c2cccnc2SC)cc1OC	2	-1	-1	4	-0.9	-4	-1	2	7
COC(=O)C1=C(C)NC2=C(C(=O)CCC2)C1c1cccc(C)n1 (stereo unspecified)	-18	4	0	1	1.1	12	10	6	0
CCN(CC)S(=O)(=O)c1ccc2oc(C(=O)Nc3ccc(OC)cc3OC)c(C)c2c1	7	5	2	1	0.5	3	2	-1	1
Cc1ccn2c(c1)nc(=O)c1cc(S(=O)(=O)N3CCCCC3)ccc12	6	6	8	11	1.6	14	8	4	-4
COc1ccc(/C=C(\C#N)C(=O)OCC(=O)NCc2ccccc2)cc1	2	1	0	9	4.3	4	4	-3	-3
CCCNC(=O)/C=C/C(=O)O	4	0	-3	-2	-2.0	3	8	-2	0
COc1cc(CCCN2C(=O)C(=O)NC[C@H]2Cc2cccc3ccccc23)cc(OC)c1OC	3	3	7	5	1.8	3	2	-2	1
O=C(NC1CCCCC1)C1c2ccccc2C(=O)N1Cc1ccco1 (stereo unspecified)	-1	6	2	1	5.4	5	6	-1	-3
CCCC(=O)N1CCN(c2nc3ccc(Cl)cc3s2)CC1	-2	2	3	3	-0.3	6	-1	2	-4
COc1cc(CC(=O)OCn2nnc3ccccc3c2=O)cc(OC)c1OC	-3	3	6	7	-1.2	-2	2	1	-3
O=C(O)/C=C/C(=O)N1CCN(Cc2ccc3c(c2)OCO3)CC1	-3	6	10	0	-0.6	4	4	3	0
NS(=O)(=O)c1ccc(S(=O)(=O)N(Cc2ccccc2F)CC2CCCO2)cc1 (stereo unspecified)	1	8	4	4	-2.0	4	6	1	3
CC1CCN(C(=O)CN(Cc2ccccc2)S(C)(=O)=O)CC1	-4	2	7	3	0.9	3	-8	-3	0
Cc1cccc(C(=O)Nc2sc(C)c(-c3ccccc3)c2C#N)c1	-14	-2	1	-1	4.9	2	-5	-8	50*
COC(=O)c1cc(S(=O)(=O)N(C)C2CCCCC2)c[nH]1	1	-4	5	-1	0.1	-1	-5	6	0
CCOC(=O)CC1C(=O)NCCN1C(=O)c1ccc(F)cc1F (stereo unspecified)	-4	5	6	6	-3.1	7	3	-2	-1
O=C(NCc1ccco1)c1n[nH]c(=O)c2ccccc12	-5	5	1	-4	1.7	2	-5	2	1
Cc1cc(NC(=O)CN2CCN(C)CC2)no1	-7	3	4	-3	0.2	0	-3	1	-1
CCOc1ccccc1N(C)C(=O)Cn1ncc2c([nH]c3ccc(C)cc32)c1=O	5	-7	-6	2	-1.6	6	10	8	24
O=C(NCc1cccs1)C1CCN(S(=O)(=O)c2ccc(Br)s2)CC1	23	-2	5	1	?	8	8	-1	1
N#Cc1cccc(NC(=O)C2CCCN(C(=O)c3ccc(Cl)cc3)C2)c1 (stereo unspecified)	8	-10	5	5	/	0	0	/	0
CCOc1ccc(NC(=O)CSc2nc3nc(C)cc(C)n3n2)cc1	0	-1	0	-3	-3.0	8	8	-4	1
Cc1nc2c([nH]1)C1(CCN(Cc3ccccc3)CC1)C(C#N)=C(N)O2	19	93*	4	9	/	163*	+	1	4
CCC(=O)Nc1ccc(F)c(Cl)c1	3	-4	1	0	1.2	4	0	-1	10
Cc1cc(C(C)(C)C)n2nc(C)c(-c3ccccc3)c2n1	0	-2	4	-1	0.9	-1	2	7	0
COc1ccc(C)cc1S(=O)(=O)N1CCN(S(=O)(=O)c2cc(C(=O)O)ccc2C)CC1	1	-4	6	9	-2.2	4	-2	-3	1
Cc1nc2cc(-c3ccccc3)nn2c(C)c1CCC(=O)NCc1ccco1	1	11	-5	3	-2.4	4	-1	-2	-10
O=c1c(C(c2ccc(F)cc2)c2c(O)nc3n(c2=O)CCS3)c(O)nc2n1CCS2	-5	0	9	5	-2.9	12	6	-3	-1
COc1ccc(COc2ccc3c(C)cc(=O)oc3c2)cc1	10	2	2	8	-0.3	3	5	-3	-7
Cc1ccc(S(=O)(=O)N2CCN(Cc3cc(=O)n4ccccc4n3)CC2)cc1C	9	4	-1	6	/	24	21	/	0
CC(=O)c1ccc(NC(=O)CN2CCOCC2)cc1	-1	4	2	7	3.7	6	-4	1	0
C/C=C\C=C/C(=O)Nc1cccc(C2=NOC3(C2)C[C@@H](C(N)=O)N(C(=O)/C=C/C=C\C)C3)c1 (stereo partly specified)	-23	-3	-13	-4	2.3	10	19	-19	-2
COC(=O)c1ccccc1NC(=O)C1CCN(C(=O)c2ccc(OC)cc2)CC1	-3	2	4	2	-0.2	3	7	-1	-1
CN1CCC(=O)N([C@H](CO)Cc2ccccc2)CC1	1	1	-1	4	2.7	3	-5	6	0
Cc1ccc(C=Nc2ccccc2C(N)=O)o1	4	2	-6	1	2.1	3	9	1	16
CC(C)(Oc1ccc(Cl)cc1)C(=O)O/N=C(\N)c1ccncc1	5	8	6	3	0.5	4	7	2	2
COc1ccc(CNC(=O)c2c(C)nc3ccccn23)cc1	-4	0	-1	2	1.9	8	6	4	8
Cc1ccc2c(c1)C1(OCCCO1)C(=O)N2CC(=O)NN	7	-1	/	4	-0.5	0	-4	4	1
O=C(Nc1ccccc1Cl)N1CCN(C/C=C/c2ccccc2)CC1	1	5	-2	6	-2.3	1	0	-3	-2
C=CCc1cccc2cc(C(=O)NNC(=O)c3ccncc3)c(=O)oc12	-1	7	4	3	-2.7	2	11	4	1
CCCCCN(C(=O)CCC(=O)OCC(=O)N1CCCCC1)c1c(N)n(CCCC)c(=O)[nH]c1=O	-6	7	5	1	2.0	24	-2	-3	-1
COc1ccc(NC(=O)c2sc3ncn(CC(=O)N4CCN(c5ccccn5)CC4)c(=O)c3c2C)c(OC)c1	0	-2	2	3	2.4	8	-1	-4	1
CCCN1C(=O)/C(=C/c2cc(C)n(C)c2C)SC1=Nc1ccc(OCC)cc1	7	14	5	3	-1.9	9	8	3	0
CC(C)Cc1ccc(C(C)C(=O)Nc2ccc(O)cc2)cc1 (stereo unspecified)	-6	8	3	-1	-4.1	14	4	3	1
C=CCn1c(SCC(=O)Nc2ccc3c(c2)CCC3)nnc1-c1cccs1	1	4	-4	2	-0.2	-2	-3	0	10
Cc1cccc(-n2c(-c3ccco3)n[nH]c2=S)c1	2	7	5	4	-2.6	-8	-5	0	2
CC(C)Nc1nc(NC(C)C)nc(N(C)N)n1	2	0	1	8	4.0	1	-3	2	6
Cc1ccc2c(c1)N(C(=O)CCC(=O)N1CCc3ccccc3C1)CCO2	4	-6	1	1	-1.3	3	-4	-6	-1
COc1cccc(C(C(=O)NC2CCCCC2)N(CC2CCCO2)C(=O)CNC(=O)c2ccco2)c1 (stereo unspecified)	-2	2	-3	2	2.7	1	2	2	5

# (continued)
smiles	PME-1 inh	GLD-1 TGE inh	PAFAH1B2 FP inh	pPAFAH FP inh	MEX-5 binding	BCLXL inh	MCL1 BIM primary	Fam108B inh	AHR activator
COc1ccc(/C=N/NC(=O)C(N)=O)c(OC)c1OC	-1	-2	7	5	1.6	-1	1	3	1
Cc1c(C(N)=O)sc2ncn(CCOc3ccccc3)c(=O)c12	4	0	3	4	-2.4	1	-2	3	5
Nc1ccc(Oc2ccccc2F)nc1	-1	32*	3	10	1.1	14	8	4	2
Cc1cc(=O)oc2cc(OC(C)C(=O)NCCCn3ccnc3)ccc12 (stereo unspecified)	-7	4	5	3	1.9	0	1	-3	1
C[C@H](NC(=O)C1CCN(C(=O)[C@H](Cc2ccccc2)NC(=O)OC(C)(C)C)CC1)C(=O)O	-1	-6	8	4	-1.8	10	2	8	0
CN(Cc1ccccc1)C(=O)COC(=O)c1ccc(Br)o1	/	5	0	-1	/	/	/	/	-1
Cc1cc2cc(CNC(=S)Nc3ccc(OC(F)(F)F)cc3)ccc2[nH]1	2	7	8	9	2.0	-3	0	5	5
COc1ccc(CN(C)C(=O)c2cc(S(=O)(=O)N3CCOCC3)ccc2N2CCCC2)cc1	5	-4	-1	7	0.4	-1	4	4	1
CCOC(=O)N1CCC(N2Cc3cccc(C(=O)Nc4cc(F)ccc4F)c3C2=O)CC1	-1	-1	-5	3	-0.1	3	3	0	-3
Cn1ncc([N+](=O)[O-])c1C(=O)Nc1ccccc1C(=O)O	-3	4	7	-3	2.0	8	-2	-1	1
Clc1ccccc1CN(Cc1ccccc1)C(c1cccs1)c1nnnn1C1CCCC1 (stereo unspecified)	0	4	3	1	2.0	0	5	-2	5
O=C(N/C(=C\c1ccco1)C(=O)N1CCOCC1)c1ccccc1Cl	1	8	4	4	-3.2	4	-2	4	-3
COc1ccc(NC(=O)CSc2nc(C(C)C)nc3c2c(=O)n(C)c(=O)n3C)c(OC)c1	-1	-3	2	4	1.0	9	11	0	-1
COc1ccc(C(=O)NCC2CCCCC2)cc1S(=O)(=O)N1CCOCC1	/	-8	4	3	/	/	/	/	1
CC(=O)C1=C(O)C(=O)N(c2ccc(O)cc2)C1c1ccccc1Cl (stereo unspecified)	-1	0	9	2	-1.9	8	3	1	0
Cc1ccc2c(=O)c(CN3CCCCCC3)c(C)[nH]c2c1C	1	5	3	-2	0.0	14	25	2	11
COc1ccc(CCCc2nnc(SCC(=O)Nc3nccs3)n2C)cc1C	1	4	1	0	0.9	5	2	2	12
CCN(CC)c1cc(Oc2ccccc2)ncn1	-2	1	1	3	-0.1	0	3	3	3
O=c1[nH]c2ccc(NC(=S)Nc3ccccc3Cl)cc2[nH]1	4	1	3	1	-1.0	4	13	0	0
CCOC(=O)c1ccc(NC(=O)Cn2cnc3cc(C)c(C)cc32)cc1	-3	3	-1	-13	-2.9	1	5	-5	-3
Cc1cc(C(=O)CCC(=O)Nc2ncccc2O)c(C)s1	0	4	2	-3	2.5	0	2	-1	7
O=C(CCc1ccccc1)NC(=S)NCc1ccco1	0	-2	3	-2	3.0	6	-2	-7	14
Cc1cnc(C(=O)Nc2ccccc2F)cn1	2	3	3	2	-4.2	-1	-2	-4	-3

# Not all compounds are listed, so the mix of outcomes need not match the whole.
